Assay outcomes (PubChem)
CHRM5 PAM: CHRM5 positive allosteric modulation. P08912. CHO-K1 hM5, Fluo-8 calcium, ACh EC20 PAM; 0% = ACh EC20, 100% = ACh EC100. activation, % at 3 µM. 360,000 tested, 0.3% active;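 active = activation above the run cutoff, the mean activation of all test compounds plus 3 SD, cut at about 18% in these data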
Target sequence (P08912 whole entry, looked up): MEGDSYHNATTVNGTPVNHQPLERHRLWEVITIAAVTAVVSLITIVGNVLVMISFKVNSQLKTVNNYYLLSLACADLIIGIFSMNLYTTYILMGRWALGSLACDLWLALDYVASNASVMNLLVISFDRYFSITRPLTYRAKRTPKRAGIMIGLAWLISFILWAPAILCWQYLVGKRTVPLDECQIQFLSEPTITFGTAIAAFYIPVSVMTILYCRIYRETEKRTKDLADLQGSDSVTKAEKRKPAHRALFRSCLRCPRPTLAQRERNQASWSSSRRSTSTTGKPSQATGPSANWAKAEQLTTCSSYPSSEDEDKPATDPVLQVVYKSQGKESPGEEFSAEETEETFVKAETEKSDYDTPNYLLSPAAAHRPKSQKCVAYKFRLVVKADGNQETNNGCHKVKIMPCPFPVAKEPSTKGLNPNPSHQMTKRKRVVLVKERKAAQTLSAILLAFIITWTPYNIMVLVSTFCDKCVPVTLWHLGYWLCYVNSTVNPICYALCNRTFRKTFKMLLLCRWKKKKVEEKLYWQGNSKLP
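system = human M5 receptor in CHO-K1 cells | compound = one concentration, 3 µM final (nominal) | schedule = Post-acetylcholine fluorescence recording 140 s | signal = Fluo-8 calcium dye fluorescence, kinetic read | benchmarks = low control EC20 acetylcholine (0%), high control EC100 acetylcholine (100%) | repeats = singlicate, one well per test compound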
TAAR1 ag: agonists of human TAAR1; CHO RD-HGA16 TAAR1, Fluo-8 calcium fluorescence; vehicle wells 0%, saturating PEA agonist 100%; activation, % at 3 µM; 360,000 tested, 0.99% active;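 active = activation above the mean activation of all test compounds in the run plus 3 SD, cut at about 38% in these data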
Target sequence (Q96RJ0 whole entry, looked up): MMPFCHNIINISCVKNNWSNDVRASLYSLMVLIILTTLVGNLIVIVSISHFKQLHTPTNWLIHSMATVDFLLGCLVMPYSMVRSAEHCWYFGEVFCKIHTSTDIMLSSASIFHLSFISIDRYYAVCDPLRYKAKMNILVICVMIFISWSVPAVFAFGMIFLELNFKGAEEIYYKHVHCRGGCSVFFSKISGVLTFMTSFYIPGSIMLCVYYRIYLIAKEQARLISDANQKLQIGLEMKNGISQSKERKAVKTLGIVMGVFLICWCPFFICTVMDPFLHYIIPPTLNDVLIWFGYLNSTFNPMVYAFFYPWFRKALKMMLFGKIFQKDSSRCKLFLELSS
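System: CHO-derived RD-HGA16 cells with stable Gα16 and human TAAR1 / Times: 17-24 h plating, Fluo-8 75 min 37 °C, 30 min RT / Technique: calcium-sensitive Fluo-8 signal, excitation 470-495, emission 515-575 nm / Measure: % activation relative to PEA EC100 response / Benchmarks: DMSO and PEA EC100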
CHRM5 antagonist: CHRM5 antagonism in calcium assay; 360,000 tested, 0.59% active; CHO-hM5 cells, Fluo-8 calcium fluorescence, ACh EC80; inhibition, % at 3 µM; P08912;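 active = inhibition above a per-plate cutoff, the mean of that plate's test compounds plus 3 SD, cut at about 27% in these data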;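 note: 0% = acetylcholine EC80 with DMSO and 100% = DMSO without agonist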
CRFR2-BP antag: blocks CRF-induced signaling of the CRF-BP/CRF-R2 complex; 350,000 tested, 0.59% active; inhibition, % at 11.8 µM; HEK293 CRF-R2/CRF-BP, CRF-induced calcium fluorescence;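 active = inhibition of the ligand-induced calcium signal above about 50% at the single tested concentration, limit read from the data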
M4 PAM: CHRM4 positive allosteric modulation | P08173 | CHO-K1 hM4/Gqi5, Fluo-8 calcium fluorescence, ACh EC20; 0% = ACh EC20, 100% = maximal ACh | activation, % at 3 µM | 360,000 tested, 0.4% active;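 active = activation above its plate's cutoff, the mean activation of sample wells plus 3 SD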; note: some results filed as inactive read as strong as hits
M5 ag: agonists of human muscarinic M5 receptor (CHRM5). CHO-K1 hM5 cells, Fluo-8 calcium fluorescence; 0% DMSO wells, 100% maximal acetylcholine response. activation, % at 3 µM. 360,000 tested, 0.19% active;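 active = activation above the run's mean over test compounds plus 3 SD, cut at about 23% in these data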;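 note: signal is peak over basal fluorescence ratio across the kinetic read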
CRFBP-R2 agonist: agonists of human CRF-binding protein/CRF-R2 receptor complex. HEK293 CRF-R2/CRF-BP, calcium dye fluorescence (FLIPR); percent of saturating CRF peptide response. activation, % at 13.2 µM. 350,000 tested, 0.46% active;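 active = activation of at least 50%, plus an integration ratio under a set limit after plate pattern correction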;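 note: plate controls were neutral control wells without compound for no effect and CRF at EC100 for full effect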
TAAR1 antag: antagonists of human TAAR1. Q96RJ0. inhibition, % at 3 µM. 360,000 tested, 1.5% active. AID 624466. CHO RD-HGA16 TAAR1, Fluo-8 calcium fluorescence, antagonist;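 active = inhibition above a per-plate cutoff, the mean inhibition of test compounds on that plate plus 3 SD, cut at about 49% in these data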;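 note: 0% = DMSO plus EC80 beta-PEA response and 100% = DMSO alone without agonist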
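Test system: RD-HGA16 CHO cells with stable hTAAR1 and Gα16 / Probe or stimulus: EC80 β-phenethylamine stimulus / Times: seeding 17-24 h prior, 75-min 37 °C, 30-min RT dye loading / Detection: Fluo-8 calcium-sensitive fluorescence / Read-out basis: % inhibition scaled between DMSO and EC80 PEA controls / Repeats: singlicate, one well per test compound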
CHO-K1 Ca PAM: counter-screen for M1 PAMs: effect in parental CHO-K1 cells. ATP EC20, Fluo-8 calcium fluorescence; 0% at ATP EC20, 100% at ATP max. activation, % at 3 µM. 360,000 tested, 0.02% active. AID 602247;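 active = activation above the run cutoff, the mean activation of all test compounds plus 3 SD, cut at about 40% in these data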;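 note: peak over basal fluorescence ratio in a 140 s read after ATP addition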
* marks the source's active call; other numbers are inactive results; nt = no result given. Outcome played no part in choosing rows. About 4.2% of those tested had a hit in this group.

SMILES | CHRM5 PAM | TAAR1 ag | CHRM5 antagonist | CRFR2-BP antag | M4 PAM | M5 ag | CRFBP-R2 agonist | TAAR1 antag | CHO-K1 Ca PAM
CCOC(=O)/C(C#N)=C/c1ccc(OC)c(OC)c1 | 2 | 8 | 8 | -7 | 3 | -6 | -1.1 | 3 | 21
Cc1ccc(N(C(C)C(=O)NCc2ccncc2)S(C)(=O)=O)cc1C (centres undefined) | 7 | 7 | -9 | -36 | -6 | -1 | 8.0 | -2 | -7
COC(=O)[C@H](C(C)C)N(Cc1ccccc1)S(=O)(=O)CCN1CCN(c2ccccc2)CC1 | -1 | -1 | -3 | 8 | 1 | -1 | -2.5 | -5 | -9
Cn1cc(S(=O)(=O)c2ccccc2)c(=O)c2cc(Cl)ccc21 | -2 | 0 | -2 | 4 | -3 | 0 | -0.5 | -9 | -11
CCN(c1ccccc1)S(=O)(=O)c1ccc(Cl)c(C(=O)NCC2CCCO2)c1 (centres undefined) | 4 | 1 | 6 | -6 | -4 | 1 | 0.1 | -24 | 23
Cc1ccc2c(c1)nnn2C1CCN(S(=O)(=O)c2ccc3ccccc3c2)CC1 | -10 | 3 | 16 | -36 | -13 | -2 | 7.4 | 8 | -4
Cc1c(Cl)cccc1NC(=O)CNCc1ccccc1F | 8 | 0 | 1 | -11 | 9 | 1 | 3.0 | -11 | 23
CN1C(=O)/C(=C2\SC(=S)N(CCCCCC(=O)O)C2=O)c2ccccc21 | 0 | 6 | 2 | 3 | 13 | -4 | -2.7 | -18 | 10
COc1cccc(NC(=O)CN(C)C(=O)c2ccc3[nH]c4c(c3c2)CC(C)CC4)c1 (centres undefined) | -6 | 6 | 4 | -19 | 4 | 1 | 0.5 | 1 | 12
C/C(CC(=O)Nc1cccnc1)=N\NC(=O)C(C)Oc1ccc(Cl)cc1Cl (centres undefined) | 5 | -1 | 5 | -17 | -5 | -1 | 0.4 | 4 | 11
CCCCCCCCN1C(=O)[C@H](CC(=O)NCCC(C)C)C[C@@]2(C(=O)OCC)CCCC=C12 | -7 | -2 | 6 | nt | 8 | -2 | nt | 4 | 14
C=CCN(C(=O)C1CSC2(C)CCC(=O)N12)c1nc(-c2ccccc2)cs1 (centres undefined) | -8 | 0 | 3 | -21 | -9 | -4 | 2.3 | -4 | 1
Cc1cccc(C(=O)N2CCNC(=O)C2CC(=O)Nc2cccc(Cl)c2)c1 (centres undefined) | -6 | 1 | 4 | -7 | -2 | -4 | 0.4 | -15 | -3
COc1ccc(CNC(=O)C2Cc3c(-c4ccc5c(c4)OCO5)ccnc3O2)cc1OC (centres undefined) | -6 | 1 | 9 | nt | -6 | 0 | nt | -8 | 15
COc1ccc(C(=O)NC(CO)c2nnc(SCc3ccc(Cl)c(Cl)c3)n2C)cc1 (centres undefined) | -7 | 8 | 4 | -9 | -4 | 3 | -1.2 | -7 | -3
O=C(COC(=O)c1cc(-c2cccs2)nc2ccccc12)NC1CCS(=O)(=O)C1 (centres undefined) | -4 | 18 | 11 | -11 | -12 | 2 | 0.7 | 27 | 3
CN(NC(=O)c1ccccc1F)c1ncccc1[N+](=O)[O-] | 9 | 1 | 0 | 1 | 10 | -4 | 2.1 | 0 | 4
CCCN(CC(=O)Nc1ccccc1OC)C(=O)c1cc(-c2cccs2)nn1-c1ccccc1 | -26 | 2 | 20 | 16 | -6 | -5 | 2.2 | 45 | 3
COc1ccc(NC(=O)CN2C(=O)NC(C)(C3CC3)C2=O)cc1S(=O)(=O)N1CCOCC1 (centres undefined) | -6 | 7 | 6 | -11 | -7 | 4 | 1.1 | 5 | 4
Cc1cc(C)c(S(=O)(=O)c2ccccc2)c(OC(=O)c2c(F)cccc2F)n1 | 6 | -2 | -5 | 27 | -8 | -1 | 1.8 | -12 | 5
CC(C)NC(=O)C1Cc2c(-c3ccc4c(c3)OCO4)ccnc2O1 (centres undefined) | 4 | -1 | -4 | nt | -3 | 0 | nt | -1 | 0
O=C(c1cc(C2CC2)nn1-c1ccccc1)N1CCN(c2ncc(C(F)(F)F)cc2Cl)CC1 | 7 | 0 | 1 | 5 | -1 | -9 | 0.4 | -7 | 14
CCC1CCCCN1C(=O)COC(=O)c1cc(=O)[nH]c2ccccc12 (centres undefined) | -4 | 8 | 7 | 25 | 2 | -1 | -1.2 | 0 | 19
CCc1ccc(C2N3CC4([N+](=O)[O-])CN2CC([N+](=O)[O-])(C3)C4(C)C)cc1 (centres undefined) | -1 | 2 | -3 | -3 | -3 | 1 | -0.4 | -28 | 25
CN(C)C(=O)c1cc(C(=O)Cc2ccccc2)c[nH]1 | -2 | 1 | 13 | 0 | -6 | -2 | -0.4 | -3 | 24

Some of the entries so far, with values under each structure.
Values run as follows: CHRM5 PAM, TAAR1 ag, CHRM5 antagonist, CRFR2-BP antag, M4 PAM, M5 ag, CRFBP-R2 agonist, TAAR1 antag, CHO-K1 Ca PAM
> COc1ccc(CNC(=O)C2Cc3c(-c4ccc5c(c4)OCO5)ccnc3O2)cc1OC (centres undefined)
→ -6, 1, 9, nt, -6, 0, nt, -8, 15
> Cn1cc(S(=O)(=O)c2ccccc2)c(=O)c2cc(Cl)ccc21
→ -2, 0, -2, 4, -3, 0, -0.5, -9, -11
> CCOC(=O)/C(C#N)=C/c1ccc(OC)c(OC)c1
→ 2, 8, 8, -7, 3, -6, -1.1, 3, 21

(listing goes on)
SMILES | CHRM5 PAM | TAAR1 ag | CHRM5 antagonist | CRFR2-BP antag | M4 PAM | M5 ag | CRFBP-R2 agonist | TAAR1 antag | CHO-K1 Ca PAM
O=C(CCCC(=O)c1ccccc1)NCCc1ccccc1F | 3 | 40* | 2 | 14 | -5 | -1 | 0.8 | 73* | -4
Nc1nonc1C(=O)NCCNC(=O)c1ccccc1F | 0 | 3 | -3 | 25 | 0 | 0 | -3.3 | -13 | 13
CC(=O)Nc1ccc(NCc2ccc(-c3ccccc3)cc2)cc1 | 6 | 9 | 5 | 3 | 1 | 2 | -1.0 | -15 | 10
Fc1ccc(-c2cc3nc4c(c(N5CCOCC5)n3n2)CCCC4)cc1 | -10 | 5 | 11 | -12 | 0 | 2 | -0.3 | 43 | 9
Cc1ccccc1NC(=O)/C(=C/c1cccs1)NC(=O)c1ccco1 | 1 | 1 | -8 | -14 | 5 | -3 | 0.3 | 0 | 4
COC(=O)c1cc(S(=O)(=O)NCc2ccc(Br)cc2)c[nH]1 | -9 | 15 | 9 | -2 | 2 | 0 | -1.4 | -23 | -8
COC(=O)C1CCN(c2ccc([N+](=O)[O-])cc2)CC1 | -6 | 3 | -10 | 24 | 9 | -3 | -0.2 | -4 | 18
CC(C)Sc1nc2c(c(=O)[nH]c(=O)n2C)n1Cc1ccccc1 | 6 | 7 | 0 | -44 | -4 | -1 | -4.4 | -33 | 20
Cc1ccc(NC(=O)CNC(=O)c2ccco2)c(Cl)c1 | 5 | 1 | 1 | 0 | 5 | -6 | 0.6 | 5 | 15
CCOC(=O)Cc1csc(NC(=O)CSc2nc(C)cc(C)n2)n1 | -2 | 5 | 15 | 2 | -3 | 10 | -1.6 | -6 | -11
Cc1ccn2c(CNCCCn3cccn3)c(C(=O)N3CCCCCC3)nc2c1 | 6 | 0 | 7 | 7 | -2 | -1 | 0.9 | -6 | 12
CC1=C(C(=O)OC(C)C)C(c2ccsc2)NC(=O)N1C (centres undefined) | -6 | 3 | 2 | 15 | 13 | 1 | -0.2 | 8 | 17
COc1ccc([N+](=O)[O-])cc1N(CC(O)CN(CC(C)C)CC(C)C)S(=O)(=O)c1ccc(C)cc1 (centres undefined) | -3 | -4 | 9 | -23 | -11 | -12 | 4.3 | -42 | 11
Cc1ccc(S(=O)(=O)N(C)CC(=O)N2CCc3ccccc32)cc1 | 2 | -1 | -4 | 10 | 7 | 0 | -5.4 | 4 | 0
COc1ccccc1Nc1ncnc2ccccc12 | -2 | 0 | -1 | 27 | 8 | 0 | -3.7 | -5 | 10
CCc1cc2ccc(C)c(C)c2nc1SCC(=O)NNC(=O)c1ccco1 | 6 | -4 | 2 | -14 | -1 | -6 | -2.7 | 10 | 12
CC1(C)CCC[C@@]2(C)CC=C(C(=O)O)[C@@H]3C[C@]312 | 4 | 0 | 4 | 6 | 3 | 0 | -0.9 | -3 | 16
CCOC(=O)c1ccc(NC(=O)CN2CCN(C(=O)C3CCCO3)CC2)cc1 (centres undefined) | 10 | 2 | -1 | 3 | 1 | -4 | 1.5 | -6 | 18
CCOC(=O)Nc1cc(OC)cc2ccc(C)nc12 | 0 | 4 | 6 | 15 | 6 | -1 | 0.1 | -13 | 18
COc1ccc([C@@H]2C[C@@H](c3ccccc3)Oc3cc(OC)cc(OC)c32)cc1 | -1 | 6 | 3 | -5 | 8 | 4 | 1.6 | 1 | -9
O=C(CCN1C(=O)/C(=C/c2ccccc2F)SC1=S)Nc1cccnc1 | -4 | 9 | 9 | -92 | -5 | -2 | 2.7 | 41 | 6
CCN(CC)S(=O)(=O)c1cccc(-c2n[nH]c(=S)n2/N=C/c2ccc(OC)cc2)c1 | 0 | -3 | -3 | 4 | -6 | -4 | -2.0 | -21 | 6
COC(=O)C1=CO[C@@H](O[C@@H]2O[C@H](CO)[C@@H](O)[C@H](O)[C@H]2O)[C@H]2[C@@H]1C(=O)C[C@@H]2C | 6 | 3 | 10 | 4 | 11 | -2 | 0.3 | 3 | 23

One compound at a time (already shown). Screens in order: CHRM5 PAM | TAAR1 ag | CHRM5 antagonist | CRFR2-BP antag | M4 PAM | M5 ag | CRFBP-R2 agonist | TAAR1 antag | CHO-K1 Ca PAM
Results for `Nc1nonc1C(=O)NCCNC(=O)c1ccccc1F` = 0 | 3 | -3 | 25 | 0 | 0 | -3.3 | -13 | 13
Results for `O=C(CCCC(=O)c1ccccc1)NCCc1ccccc1F` = 3 | 40* | 2 | 14 | -5 | -1 | 0.8 | 73* | -4
Results for `Fc1ccc(-c2cc3nc4c(c(N5CCOCC5)n3n2)CCCC4)cc1` = -10 | 5 | 11 | -12 | 0 | 2 | -0.3 | 43 | 9
